FECH inh = inhibitors of human ferrochelatase; actives 3.3% (n = 20,000); calls only at 10 µM (by protocol); P22830; purified FECH, Ni-mesoporphyrin absorbance 550 nm;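 active = enzyme reaction rate more than 3 SD below the solvent-only control wells on the same plate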;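 also: lower slope than DMSO wells means FECH inhibition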
Target sequence (P22830 whole entry, looked up): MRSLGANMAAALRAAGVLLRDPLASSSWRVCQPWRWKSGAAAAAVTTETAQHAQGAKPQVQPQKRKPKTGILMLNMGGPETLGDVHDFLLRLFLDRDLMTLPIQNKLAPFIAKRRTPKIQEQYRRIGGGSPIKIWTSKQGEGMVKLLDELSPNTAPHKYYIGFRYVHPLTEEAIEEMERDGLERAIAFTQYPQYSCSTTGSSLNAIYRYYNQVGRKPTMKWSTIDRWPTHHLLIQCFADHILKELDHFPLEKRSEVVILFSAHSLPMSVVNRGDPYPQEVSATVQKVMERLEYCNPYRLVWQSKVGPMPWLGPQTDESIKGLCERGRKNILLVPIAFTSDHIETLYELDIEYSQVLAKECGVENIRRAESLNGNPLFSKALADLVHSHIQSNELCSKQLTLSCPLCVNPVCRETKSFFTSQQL
Calls only; i = inactive; + = active, no number. A portion of the library; count on the stated rates, not on these rows.

SMILES | FECH inh
CCn1ncnc1C1CC(=O)Nc2c1c(-c1ccccn1)nn2C (configuration not stated) | i
O=C(Nc1cccc(F)c1)c1n[nH]c(CCc2ccccc2)n1 | i
O=C(CN1c2ccc(F)cc2-c2ccccc2S1(=O)=O)Nc1ccccc1C(=O)N1CCCCC1 | i
CCCc1c(C)nc2ncnn2c1Sc1ccc(NC(=O)c2ccccc2C)cc1 | +
Cc1ccc(-n2c(Cc3c(C)n[nH]c3C)n[nH]c2=O)cc1C | i
CC(NC(=O)CN1CCc2ccccc2C1)c1cn2ccsc2n1 (configuration not stated) | i
O=S(=O)(c1cccc2ccccc12)N1CC(c2cccnc2)C1 | i
Cc1ccc(-c2nc3cccnc3n2CCNS(C)(=O)=O)cc1 | i
CC(Cn1cncn1)NCc1nc2cc(C(C)(C)C)ccc2o1 (configuration not stated) | i
CCC1=C(c2ccc(OC)cc2)S(=O)(=O)N(CC(=O)NCc2ccc(OC(C)C)cc2)C1=O | i
COCc1nnc(NC(=O)CN2CCCC3(C2)CN(C)C(=O)O3)s1 (configuration not stated) | i
Cc1ccccc1CN1CCC(CNC(=O)Cc2cccnc2)C1 (configuration not stated) | i
COc1ccc(NC(=O)CN2c3ccc(Br)cc3-c3ccccc3S2(=O)=O)cc1 | i
Cc1ccc(S(=O)(=O)N(Cc2nc3nc(C)c(Cl)c(C)n3n2)c2ccccc2)cc1 | i
CC(C)N(C/C=C/c1ccccc1)CC1CCC(=O)N1 (configuration not stated) | i
COC(=O)c1c(NC(=O)c2ccc(Cl)s2)sc2c1CCN(C(C)C)C2 | i
Cc1ccc(OCc2cc(=O)n3oc(C)cc3n2)c(NC(=O)c2cccs2)c1 | i
FC(F)(F)CCc1ccnc(NCc2ccc3c(c2)OCCCO3)n1 | i
Cc1ccn2cc(CNC(=O)c3cccc(-n4cccn4)c3)nc2c1 | i
Oc1ccc(-c2ncc(F)c(N3CCCC3)n2)cc1 | i
O=C(NCCCc1ccccn1)c1ccc(-c2ccc(F)c(CO)c2)nc1 | i
CCc1cccc(NC(=O)Cn2nc(N3CCN(c4ccc(F)cc4)CC3)ccc2=O)c1 | i
Cc1cc(N2CCCC2)nc(Nc2ccc(NC(=O)c3cccc(I)c3)cc2)n1 | i
C[C@@H]1CN(C(=O)c2nc3sccn3c2-c2nc3ccc(F)cc3[nH]2)C[C@H](C)O1 | i

Random excerpt: 6 compounds from above.
SMILES | FECH inh
Cc1ccc(S(=O)(=O)N(Cc2nc3nc(C)c(Cl)c(C)n3n2)c2ccccc2)cc1 | i
CC(Cn1cncn1)NCc1nc2cc(C(C)(C)C)ccc2o1 (configuration not stated) | i
CCn1ncnc1C1CC(=O)Nc2c1c(-c1ccccn1)nn2C (configuration not stated) | i
CC(C)N(C/C=C/c1ccccc1)CC1CCC(=O)N1 (configuration not stated) | i
Cc1ccccc1CN1CCC(CNC(=O)Cc2cccnc2)C1 (configuration not stated) | i
CCC1=C(c2ccc(OC)cc2)S(=O)(=O)N(CC(=O)NCc2ccc(OC(C)C)cc2)C1=O | i

Back to the main list, starting six compounds before the break.
SMILES | FECH inh
Cc1ccn2cc(CNC(=O)c3cccc(-n4cccn4)c3)nc2c1 | i
Oc1ccc(-c2ncc(F)c(N3CCCC3)n2)cc1 | i
O=C(NCCCc1ccccn1)c1ccc(-c2ccc(F)c(CO)c2)nc1 | i
CCc1cccc(NC(=O)Cn2nc(N3CCN(c4ccc(F)cc4)CC3)ccc2=O)c1 | i
Cc1cc(N2CCCC2)nc(Nc2ccc(NC(=O)c3cccc(I)c3)cc2)n1 | i
C[C@@H]1CN(C(=O)c2nc3sccn3c2-c2nc3ccc(F)cc3[nH]2)C[C@H](C)O1 | i
Cc1ccc(C2=CC(c3ccc(F)cc3)n3nc(NC(=O)C(C)C)nc3N2)cc1 (configuration not stated) | i
CC(CCn1cccn1)NC(=O)C(C)(C)c1ccccc1 (configuration not stated) | i
CN1C(=O)COc2cc(NS(=O)(=O)NCc3ccccc3)ccc21 | i
COc1ccccc1NC(=O)Nc1nc(CC(=O)Nc2ccccc2C)cs1 | i
CCc1nc2nc(C)[nH]n2c(=O)c1NC(=O)Nc1ccccc1F | i
Cc1ccc(C)c(OCc2cc(C(=O)NCC3CCS(=O)(=O)C3)no2)c1 (configuration not stated) | i
COc1ccc(N2C(=O)CCS2(=O)=O)cc1S(=O)(=O)Nc1ccc(C)c(C)c1 | i
CCCc1cc(Sc2ccc(NC(=O)Nc3ccc(OC)c(OC)c3)cc2)n2ncnc2n1 | i
Fc1cccc(CCc2n[nH]c(CCc3ccccc3)n2)c1 | i
Cc1ccc2cc(-c3noc(CCC(=O)NC(C)(C)C)n3)c(=O)[nH]c2c1 | i
Cc1cccc(NS(=O)(=O)c2ccc3c(c2)CCN3C(=O)CCC(=O)N2CCOCC2)c1 | i
CN(Cc1nc(-c2ccncc2)no1)C(=O)c1cc2ccccc2s1 | i
O=C(Cc1nc2ccccc2[nH]1)NC1CCCN(Cc2cccnc2)C1 (configuration not stated) | i
CCOc1ccccc1NS(=O)(=O)c1cc(N2C(=O)CCS2(=O)=O)ccc1OC | i
Cc1ccc(NC(=O)CN2CCN(Cc3ccccc3F)S2(=O)=O)cc1 | i
Cc1ccc(CN2CC(=O)N(Cc3cccc(C(F)(F)F)c3)c3ccccc3S2(=O)=O)cc1 | i
CC(=O)c1c(C)cc(C)c(-c2nccn2CCc2n[nH]c(=O)[nH]2)c1C | i
COc1ccc(NC(=O)c2ccc(CN3CCC[C@@H]3C(N)=O)cc2)cn1 | i
CC(C)c1nccn1C(C)c1ccc(-n2cncn2)cc1 (configuration not stated) | i
CC(C)c1nnsc1CN1CCc2[nH]nc(-c3ccc(F)c(F)c3)c2C1 | i
CCOC(=O)[C@@H]1C[C@@H]1c1[nH]cnc1-c1ccccc1 | i
COc1ccc(S(=O)(=O)NCc2nc3cccnc3n2C2CCCCC2)cc1OC | i
Cc1cc(C)cc(Nc2nc(NCCC3=CCCCC3)nc3c2cnn3-c2ccccc2)c1 | i
COc1cccc(S(=O)(=O)N2CCN(Cc3nc4cccnc4n3-c3ccc(C)cc3)CC2)c1 | i
CC(C)c1cc(Nc2cccc(Cl)c2)n2nc(-c3cccnc3)nc2n1 | i
CCOc1ccc(Br)cc1S(=O)(=O)N1CCN(c2nc(C)cc(N(C)C)n2)CC1 | i
COCc1nc2cccnc2n1C1CCN(S(C)(=O)=O)CC1 | i
CNC(=O)c1ccc(-c2ccnc3c2ccn3C)o1 | i
O[C@@H]1CNCC[C@H]1CNCc1ccc(-c2ccccn2)cc1 | i
CCc1c(C)nc2ncnn2c1Sc1ccccc1NC(=O)Nc1ccc(Cl)cc1 | i
Cc1ccc(-c2ccnc(NCc3cnn4ccccc34)n2)c(C)n1 | i
Cc1cccc(CN2CCN(C(=O)c3cn4ccsc4n3)C(C)C2=O)c1 (configuration not stated) | i
CC(C)CN(CC(C)C)c1ncc(NS(C)(=O)=O)cc1C(=O)O | i
CC(C)NC(=O)[C@@H]1C[C@H](N)CN1C(=O)CCCc1ccccc1 | i
COCC(NC(=O)CCn1c(C)cc2ccccc21)c1ccccn1 (configuration not stated) | i
COC(=O)c1c(NC(=O)c2ccc(Br)cc2)sc2c1CCN(C(C)C)C2 | i
Cc1ccsc1-c1cn(C(CO)Cc2ccc(Cl)cc2)nn1 (configuration not stated) | i
COc1ccc(-c2cc(N3CCN(S(=O)(=O)c4cc(C)c(C)cc4C)CC3)ncn2)cc1 | i
CC(C)C1CN(C(=O)C(=O)c2cccnc2)CCCN1CC1CC1 (configuration not stated) | i
Nc1nc(N2CCN(Cc3cccc(Cn4cccn4)c3)CC2)cc(=O)[nH]1 | i
CCCN1CCC(Cc2noc(C3(N)CCCC3)n2)CC1 | i
Cc1ccn2c(=O)cc(COc3cccc(NC(=O)CC(C)C)c3)nc2c1 | i
COc1ccc(N2CCCS2(=O)=O)cc1NC(=O)COc1ccccc1 | i
CCCNC(=O)Cn1c(=O)n(CC2CCC(C(=O)NC(C)C)CC2)c(=O)c2sccc21 (configuration not stated) | i
Cc1ccc(-c2cc(O)c3c(c2)CN(C(=O)CCc2n[nH]c(C)n2)CCO3)cc1 | i
C1CCc2[nH]nc(CNC3CSCCSC3)c2CC1 | i
CC(C(=O)NCc1cccnc1-n1cnc2ccccc21)N1CCCC1 (configuration not stated) | i
O=C(CCN1CCN(CCc2ccncc2)CC1)Nc1nccs1 | i
Cc1ccc(CN2CCCN(CC(=O)Nc3ccc(C)cc3C)S2(=O)=O)cc1 | i
CC(C)(C)c1ccc(S(=O)(=O)N2CCN(Cc3nc4cccnc4n3-c3ccccc3)CC2)cc1 | i
O=C(c1ccc(CN2C(=O)CCn3nc(-c4cccc(Cl)c4)cc32)cc1)N1CCCC1 | i
Cc1ccccc1-c1nc(COc2ccc(C(N)=O)cc2)c(C)o1 | i
CCCc1cc(NCC(C)C)n2nc(-c3cccnc3)nc2n1 | i
CCCN(Cc1ccccc1OC)Cc1cccc(F)c1O | i
CN(Cc1cccc2ncccc12)C(=O)c1ccc(C2CCCN2)s1 (configuration not stated) | i
CC(C)(C)S(=O)(=O)c1ccc(NCCc2ccc(S(N)(=O)=O)cc2)nn1 | i
O=S(=O)(c1ccccc1)N1CCN(Cc2nc3cccnc3n2-c2cccc(F)c2)CC1 | i
Cc1cc2cc(C(=O)N3CCCC(N(C)C)CC3)ccc2o1 (configuration not stated) | i
COc1ccc(-c2ncc3c(=O)n(Cc4ccccn4)c(=O)n(C)c3n2)cc1 | i
O=C(c1csc(S(=O)(=O)Nc2ccc3c(c2)OCCO3)c1)N1CCCC1 | i
Next section
SMILES | FECH inh
NS(=O)(=O)c1ccc(NS(=O)(=O)c2ccc(-c3cnc(C4CCC4)o3)s2)cc1 | i
COc1cccc(CN(c2nc3nc(C)c(Cl)c(C)n3n2)S(=O)(=O)c2ccccc2)c1 | i
C=C(C)COc1cccc(C(=O)NCc2cn3cc(C)ccc3n2)c1 | i
C=CCN(C(=O)CN1CCOc2ccccc2C1)C1CCS(=O)(=O)C1 (configuration not stated) | i
Cc1cccc(-n2c(CN3CCN(S(=O)(=O)c4ccc(C)c(C)c4)CC3)nc3cccnc32)c1 | i
CSc1nc(NCC(C)O)c(C#N)c(-c2ccccc2)n1 (configuration not stated) | i
COc1cccc(OC)c1CNC(=O)c1cc(NC(C)=O)ccc1Cl | i
CCCc1c(C)nc2ncnn2c1Sc1ccc(NC(C)=O)cc1 | i
CCCCNC(=O)C1CC=CCC1c1n[nH]c(Cc2ccccc2)n1 (configuration not stated) | i
CCN(CC)c1ccc(NS(=O)(=O)c2cc(N3C(=O)CCS3(=O)=O)ccc2OC)cc1 | i
CC(C)C[C@@H](N)C(=O)NCc1ccc2nsnc2c1 | i
CCc1nc(OCC(=O)NC2CCCc3ccccc32)c2c(C)c(C)oc2n1 (configuration not stated) | i

Brought forward from above: 2 compounds; new compounds follow.
SMILES | FECH inh
CC(C)C[C@@H](N)C(=O)NCc1ccc2nsnc2c1 | i
CCc1nc(OCC(=O)NC2CCCc3ccccc32)c2c(C)c(C)oc2n1 (configuration not stated) | i
CC(C)c1nccn1C(C)C(=O)NCc1cc2ccc(F)cc2[nH]c1=O (configuration not stated) | i
Cc1cccc(CN2CCCN(CC(=O)NCc3ccc(F)cc3)S2(=O)=O)c1 | i
O=C1C2CCCCC2C(=O)N1c1nc2n(n1)C(c1ccccc1)C=C(c1ccccc1)N2 (configuration not stated) | i
CN(Cc1ccc(C#CCO)s1)C1Cc2ccccc2C1 | i
COc1cccc(-c2cc(N3CCN(S(=O)(=O)c4cc(OC)ccc4OC)CC3)ncn2)c1 | +
COc1ccc(C(=O)Nc2cccc(N3CCCS3(=O)=O)c2)cc1OC | i
Cn1nc(C(=O)NCc2ccccc2)c2c1CCN(C(=O)c1cccs1)C2 | i
CC(C)c1cc(=O)n2[nH]c(CNc3cccc(C(F)(F)F)c3)nc2n1 | +
CN(C)C1CCCN(Cc2nnc(C3CC3)o2)CC1 (configuration not stated) | i
Cc1ccccc1Cn1cc(C(=O)Nc2ccc(F)c(F)c2F)ccc1=O | i
CC1CCN(c2nc(Nc3cccc(Cl)c3)c3cnn(-c4ccccc4)c3n2)CC1 | i
CCC(=O)Nc1ccc(S(=O)(=O)NCc2nc3cccnc3n2C(C)C)cc1 | i
Cc1ccc(N2C(=O)CCS2(=O)=O)cc1S(=O)(=O)Nc1ccc(S(N)(=O)=O)cc1 | i
COCCn1c(CNC(=O)c2ccc([N+](=O)[O-])cc2)nc2cccnc21 | i
Cc1ccc(-n2ncc3c(-n4nc(C)cc4NC(=O)COc4ccccc4C)ncnc32)c(C)c1 | i
Cc1cccc(NS(=O)(=O)c2ccc(N3C(=O)CCS3(=O)=O)cc2)c1 | i
CCN(CCc1nc2ccc(C)cc2[nH]1)C(=O)c1cnc(C(C)C)nc1C | i
COc1ccccc1N1CCN(Cc2cc(=O)n3[nH]c(NCc4ccc(F)cc4)nc3n2)CC1 | i
Cc1ccc(NC(=O)CN2CCN(Cc3ccccc3)S2(=O)=O)cc1 | i
O=C(NC1CCC(n2cnnc2)CC1)c1ccc2cccnc2n1 (configuration not stated) | i
CCOC(=O)Cn1c(=O)n(-c2ccc(C)c(C)c2)c2nc(-c3ccc(F)cc3F)nc(C(N)=O)c21 | i
CC(C)C1CN(c2cc(N)ncn2)CCCN1CC1CC1 (configuration not stated) | i
COc1ccc2c(C)c(C(=O)NCc3cc(CC(C)C)on3)oc2c1 | i
CC(C)n1cnnc1CN(C)C(=O)c1ccc(CSc2ncccn2)o1 | i
Cc1cccc2c1C(NC(=O)Cc1c(C)nn(-c3ccccc3)c1C)C(=O)N2 (configuration not stated) | i
CCc1cc(Sc2ccccc2NC(=O)c2ccc(F)cc2)n2nc(C)nc2n1 | i
Cc1ccc(N(Cc2nc3nc(C)cc(C)n3n2)C(=O)c2ccccc2Cl)cc1 | i
CCc1cccc(NC(=O)CN2CCN(Cc3ccccc3F)S2(=O)=O)c1 | i
CCCn1c(CNS(=O)(=O)c2ccc(F)cc2)nc2cccnc21 | i
O=C(c1csc(S(=O)(=O)NC2CCCc3ccccc32)c1)N1CCCCC1 (configuration not stated) | i
Cc1noc(C)c1CCCNC(=O)c1ccc(-c2ccncc2)nc1 | i
COc1ccc(C(=O)Nc2cc(C)nn2-c2ncnc3c2cnn3-c2cccc(Cl)c2)c(OC)c1 | i
CC(C)c1nc(CNc2nccc(CCC(F)(F)F)n2)cs1 | i
CC(C)(C)c1nc(CN2CCC(c3ccccc3C(=O)O)C2)no1 (configuration not stated) | i
Cc1ccc(S(=O)(=O)Nc2cnc(N3CC=C(c4ccccc4C)CC3)c(C(=O)O)c2)cc1 | +

Screening results (PubChem BioAssay)
